FXIa inh 1536 = human FXIa protease inhibitors, primary screen, biochemical, 1536-well; Coagulation factor XI (Homo sapiens), P03951; purified FXIa, Boc-Glu-Ala-Arg-AMC fluorogenic substrate; inhibition, % at 5 µM; 0.14% of 220,000 active; AID 798, 2007;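 active means inhibition of at least 40%; inactive means inhibition below 40%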;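 further: fluorescence of freed AMC excited at 355 nm; 0% = enzyme without compound and 100% = no enzyme blank; many of its hits are not listed in these tables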
Runt-SMMHC FRET = inhibitors of RUNX1 Runt–CBFb-SMMHC binding, primary screen, biochemical, FRET, Cerulean-Runt, Venus-CBFb-SMMHC, uHTS; Runt-related transcription factor 1 (Homo sapiens) + Core-binding factor subunit beta …; AID 1434, 2008; Cerulean-Runt/Venus-CBFb-SMMHC FRET ratio 530/480, 1 h; 0.74% of 220,000 active; inhibition, % at 20 µM;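 active means mean inhibition across duplicate retests at 20 µM reaching about 50%, limit read from the data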;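 further: 0% = DMSO wells and 100% = wells with excess untagged CBFb-SMMHC; inhibitors lower the FRET ratio by blocking Runt binding to CBFb-SMMHC; some results filed as inactive read as strong as hits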
Runt-CBFb FRET = inhibitors of RUNX1 Runt–CBFb binding, primary screen, biochemical, FRET, Cerulean-Runt, Venus-CBFb, uHTS. 0.46% of 220,000 active. AID 1496, 2009. Cerulean-Runt/Venus-CBFb FRET ratio 530/480, 1 h. inhibition, % at 20 µM. Runt-related transcription factor 1 (Homo sapiens) + Core-binding factor subunit beta …;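 active means inhibition over about 50% at 20 µM in the single-dose screen, limit read from the data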;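 further: 0% = DMSO wells and 100% = excess unlabeled CBFb competitor control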
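Doses: 20 µM compound in 1% DMSO | Material: Cerulean-labeled Runt domain protein | Amount: Each fluorescent fusion protein 100 nM | Schedule: Two 1 h room-temperature incubations shielded from light | Measured by: FRET fluorescence | Evaluation: Loss of energy transfer signal | Controls: Unlabeled CBFb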
FXIIa inh 1536 = human FXIIa protease inhibitors, primary screen, biochemical, 1536-well. 0.3% of 220,000 active. purified FXIIa, Boc-QGR-AMC fluorogenic substrate, 2 h. inhibition, % at 5 µM; in the data active means inhibition above about 40%;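 further: 0% = enzyme with no compound and 100% = blank without enzyme; many of its hits are not listed in these tables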
Target sequence (P00748 20-372 limits assumed): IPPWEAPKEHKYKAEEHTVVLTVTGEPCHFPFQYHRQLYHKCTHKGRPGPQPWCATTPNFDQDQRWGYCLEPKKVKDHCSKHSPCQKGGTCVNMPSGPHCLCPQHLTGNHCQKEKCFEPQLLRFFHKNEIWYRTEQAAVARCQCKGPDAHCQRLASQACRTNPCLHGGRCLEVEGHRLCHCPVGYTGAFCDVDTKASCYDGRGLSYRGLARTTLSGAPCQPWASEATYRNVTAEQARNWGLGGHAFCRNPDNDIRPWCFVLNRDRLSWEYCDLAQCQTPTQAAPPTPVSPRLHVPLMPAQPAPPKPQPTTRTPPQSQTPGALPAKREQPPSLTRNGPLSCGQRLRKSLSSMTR
Target sequence (P00748 373-615 limits assumed): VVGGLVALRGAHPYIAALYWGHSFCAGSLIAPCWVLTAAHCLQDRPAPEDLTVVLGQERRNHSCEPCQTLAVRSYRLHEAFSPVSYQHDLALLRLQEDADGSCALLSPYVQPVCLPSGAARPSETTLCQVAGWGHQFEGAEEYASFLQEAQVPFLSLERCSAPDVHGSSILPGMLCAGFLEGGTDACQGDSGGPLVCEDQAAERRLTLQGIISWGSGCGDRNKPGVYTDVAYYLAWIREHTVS
Wee1 degr inh = Wee1 degradation inhibitors, primary screen, cell-based, HeLa, Wee1K328M-luciferase, luminescence | Wee1-like protein kinase (Homo sapiens), P30291 | HeLa Luc-Wee1K328M stability; 100% = proteasome inhibitor MG132 effect | reporter increase, % at 5 µM | 1.2% of 220,000 active | AID 1321, 2008;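 active means activation above the mean of all tested compounds plus 3 SD, set per screening run, cut at about 8.8% in these data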;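 further: cells exposed to compound for 20 h before luminescence read; 0% = DMSO alone and 100% = MG132 at 30 µM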
Hck-Nef inh = inhibitors of Nef-activated human Hck kinase, primary screen, biochemical, Z-Lyte FRET, 384-well, Hck-YEEI. inhibition, % at 20 µM. 0.68% of 220,000 active. Recombinant Hck-YEEI plus Nef, Z-Lyte FRET kinase assay. Tyrosine-protein kinase HCK (Homo sapiens), P08631;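 active means Hck-Nef kinase inhibition above about 50%, limit read from the data; inactive means inhibition below that limit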;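 further: 0% = DMSO with Hck plus Nef and 100% = Hck alone without Nef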
hK5 inh = human KLK5 protease inhibitors, primary screen, biochemical, 1536-well. inhibition, % at 5 µM. recombinant hK5, fluorogenic AMC substrate cleavage. Kallikrein-5 (Homo sapiens), Q9Y337. 0.59% of 210,000 active;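 active means inhibition of 40% or more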;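 further: 0% = enzyme controls without compound and 100% = no-enzyme blanks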
Target sequence (Q9Y337 67-293 limits assumed): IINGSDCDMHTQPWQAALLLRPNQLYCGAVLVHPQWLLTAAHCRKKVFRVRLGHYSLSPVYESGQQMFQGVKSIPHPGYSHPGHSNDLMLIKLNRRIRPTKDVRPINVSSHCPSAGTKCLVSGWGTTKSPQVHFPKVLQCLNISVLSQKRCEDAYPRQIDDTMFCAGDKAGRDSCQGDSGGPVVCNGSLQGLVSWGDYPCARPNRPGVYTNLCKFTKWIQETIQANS
14-3-3 Bad inh = inhibitors of 14-3-3 zeta/Bad binding, primary screen, biochemical, TR-FRET, bovine 14-3-3 zeta. TR-FRET 14-3-3zeta/Dy647-pBad peptide displacement, 1 h. 0.71% of 220,000 active. AID 781, 2007. inhibition, % at 21.7 µM. 14-3-3 protein zeta/delta (Bos taurus), P63103;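 active means inhibition above about 70%, limit read from the data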;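 further: 0% = full 14-3-3 plus peptide FRET controls and 100% = background without 14-3-3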
Target sequence (P63103 whole entry, looked up): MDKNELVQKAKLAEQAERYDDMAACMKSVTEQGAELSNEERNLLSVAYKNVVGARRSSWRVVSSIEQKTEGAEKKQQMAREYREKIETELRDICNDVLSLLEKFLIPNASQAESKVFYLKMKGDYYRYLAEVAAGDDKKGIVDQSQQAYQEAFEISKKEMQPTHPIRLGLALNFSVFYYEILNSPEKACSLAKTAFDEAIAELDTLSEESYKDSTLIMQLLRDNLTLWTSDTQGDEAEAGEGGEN
thrombin 1536 = human alpha-thrombin inhibitors, primary screen, counter-screen for coagulation protease inhibitor project, biochemical, 1536-well, fluorogenic AMC substrate. Boc-VPR-AMC fluorogenic substrate cleavage. 0.26% of 220,000 active. inhibition, % at 5 µM. Prothrombin (Homo sapiens), P00734;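 active means inhibition at or above 40%; inactive means inhibition below 40%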;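 further: 0% = enzyme with no compound and 100% = wells without enzyme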
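Material: human alpha-thrombin protein. Incubation: reaction at ambient temperature. Technique: fluorescence of released AMC, ex 355 nm, em 460 nm. Control set: no-compound enzyme wells and no-enzyme blanks. Also added: Boc-VPR-AMC substrate, 15 µM final. Buffer or medium: pH 7.5 Tris (50 mM) with NaCl 150 mM, Tween 20 0.05%.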
The depositor's hits bear a star; · = no result given; [ ] = another dose, or the depositor's remark.

cpd	smiles	FXIa inh 1536	Runt-SMMHC FRET	Runt-CBFb FRET	FXIIa inh 1536	Wee1 degr inh	Hck-Nef inh	hK5 inh	14-3-3 Bad inh	thrombin 1536
1	Oc1ccc(C(c2nnnn2C2CCCCC2)N2CCOCC2)cc1 (centres undefined)	-2	2	2	1	7	17	-2	-1	-7
2	Cc1cccc(NC(=O)NNC(=O)c2nn(C)cc2Br)c1	3	-2	0	2	7	0	-3	1[fluorescence artefact?]	-5
3	CC(C)N1CC23C=CC(O2)C(C(=O)OCc2ccccc2)C3C1=O (centres undefined)	4	7	·	16	-2	9	0	8	-8
4	Fc1ccc(-n2c(-c3ccc4c(c3)OCO4)n[nH]c2=S)cc1Cl	3	19	8	3	0	0	-2	3	5
5	CCOc1ccc(N(C(=O)CNC(=O)c2ccco2)C(C(=O)NC2CCCC2)c2ccncc2)cc1 (centres undefined)	-4	2	2	7	0	18	-2	38	-3
6	O=C(Cc1ccccc1)N1CCN=C1SCc1cccc([N+](=O)[O-])c1	2	-1	0	8	-2	9	8	-1	1
7	Cc1ccc(C(=O)N(c2ccccn2)C(C)c2ccco2)cc1 (centres undefined)	18	3	0	28	1	1	-20	-5	1
8	Cc1ccc(-c2c3c(=O)n(C)c(=O)n(C)c3cn2Cc2ccccc2)cc1	6	9	7	18	0	1	2	-12	3
9	Cc1c(C#N)c2ccccc2n1C	4	-3	-1	18	2	7	4	0	7
10	O=C(Cc1c[nH]c2ccccc12)NNC(=O)c1ccccc1	-2	2	3	3	1	0	-1	-1	-7
11	O=C(NCC1CCCO1)c1cc(C(=O)C2CC2)c[nH]1 (centres undefined)	0	1	2	1	-3	-1	6	-13	4
12	COc1cc(SC)ccc1C(=O)OC1CCOC1=O (centres undefined)	19	4	-1	25	0	1	-33	15	-3
13	O=C(COC(=O)C1CCCCC1)Nc1ccc(N2CCCCC2)cc1	-4	-1	0	-9	0	0	-17	-11	-12
14	CS(=O)(=O)N1CC2CCCN2c2ccc(C(F)(F)F)cc21 (centres undefined)	-3	0	-1	18	-1	19	2	1	-1
15	O=C(CSc1n[nH]c(-c2ccccc2)n1)c1ccc(O)c(O)c1	0	2	1	8	0	2	-26	-3	-5
16	Cc1ccccc1NC(=O)COc1ccc2c(c1)OC(C)(C)CC2=O	8	-4	0	9	4	4	2	14	-2
17	COCCCN(C(=S)NC(=O)C12CC3CC(CC(C3)C1)C2)c1c(N)n(Cc2ccccc2)c(=O)[nH]c1=O	-3	1	-4	7	0	21	1	-19	-5
18	COc1ccccc1NC(=O)N1CCCC1C(=O)NCc1ccc2c(c1)OCO2 (centres undefined)	3	-3	-1	13	-1	2	-20	-3	-7
19	Cc1ccc(N2C(=O)CC(c3c[nH]c4ccccc34)C2=O)cc1 (centres undefined)	5	-5	1	10	-1	13	0	-6	·
20	COc1ccc(CCc2nnc(CCC(=O)NCc3cnc4ccccn34)o2)cc1	2	1	0	5	-2	12	-1	-8	-8
21	O=C(c1ccc(S(=O)(=O)NCC2CCCO2)cc1)N1CCN(c2cccc(Cl)c2)CC1 (centres undefined)	-4	-1	-5	4	0	7	-1	-5	-8
22	Cc1ccc(S(=O)(=O)N2CCCCC2)cc1NC(=O)c1ccc2c(c1)OCO2	-2	2	1	7	-2	3	-6	3	-12
23	Cc1ccnc(SCc2cc(=O)c(OC(=O)c3cccs3)co2)n1	-2	1	0	10	-3	8	1	-4	-4
24	CC1CCCC(NC(=O)C2CCN(S(=O)(=O)N3CCCCC3)CC2)C1C (centres undefined)	-9	2	0	-6	3	-3	-25	-2	-1
25	Cn1c(=O)c2c(nc(CN3CCN(C(c4ccccc4)c4ccccc4)CC3)n2CC(N)=O)n(C)c1=O	0	3	0	17	-1	3	10	6[fluorescence artefact?]	-3
26	OCC(O)C(O)C(O)C(O)C1NCCS1 (centres undefined)	-5	-7	1	12	0	1	-7	-7[fluorescence artefact?]	4
27	CCO/C=N/c1c(C#N)c2c(c(=S)n1C)COC(C)(C)C2	-1	6	16	7	3	0	-4	-9	0
28	C=CCNC(=O)NC(=O)COC(=O)[C@H](C)NS(=O)(=O)c1c(C)c(C)cc(C)c1C	0	3	0	12	2	17	0	0	-1
29	Cc1c(Cl)cccc1NCC(=O)Nc1ccc(Cl)cc1F	15	1	-2	4	7	1	-4	10	-1
30	CSc1nnc2c(n1)OC=Nc1ccccc1-2	3	-7	-3	10	-3	-6	11	4	-3
31	CC(C)OCc1c(C(=O)Nc2nccs2)oc2ccccc12	-4	-3	-3	11	11*	5	1	4	-21
32	COc1ccccc1NC(=O)c1ccc(N)cc1	8	-3	-1	15	2	0	-9	0	-1
33	O=C(Nc1ccc(F)cc1)C1CCCCC1	3	0	-1	20	2	0	-6	15	2
34	CCCNC(=S)Nc1cccc(C(F)(F)F)c1	1	1	0	5	-2	4	-17	6[fluorescence artefact?]	-16
35	CCNC(=S)N1CCN(c2ccccn2)CC1	1	-2	0	10	2	0	-3	-13	-1
36	Cc1cc(NS(=O)(=O)c2ccc(NC(=O)NC3CCCCC3)cc2)no1	3	-1	1	12	-2	1	4	-2[fluorescence artefact?]	-2
37	Cc1ccc(C(CC(=O)NCCCN(C)C)c2ccc(OC(C)C)cc2)cc1 (centres undefined)	16	0	2	63*	-3	-1	20	3	3
38	O=C(Cn1cnc2c(nnn2Cc2ccccc2)c1=O)N1CCCc2ccccc21	-1	-2	-4	11	0	0	-1	6[fluorescence artefact?]	-1
39	O=S(c1ccc2ccccc2c1)c1cnns1 (centres undefined)	2	-4	1	-4	1	0	-10	3	4
40	CCCN(CCC)CCCNC(=S)Nc1ccc2nc(N3CCN(CC)CC3)cc(C)c2c1	-3	-2	-2	5	4	-23	-1	-5	-7
41	CC(C)c1nnc(NC(=O)C2CCCN2C(=O)Nc2ccccc2[N+](=O)[O-])s1 (centres undefined)	1	4	2	5	1	35	-1	-11	-4
42	O=C(NCc1cccs1)C1CCCN1C(=O)Nc1ccccc1 (centres undefined)	19	1	2	10	-2	-2	-21	2[fluorescence artefact?]	-3
43	Cc1nc(Cl)c2c(n1)NC1=C(O2)C(=O)CCC1	0	73*	-44	0	3	-7	-12	3[fluorescence artefact?]	-7
44	Cc1ccc(NC(=O)CNc2ccccc2CN(C)C2CCCCC2)cc1	2	-4	0	9	-3	-3	2	2	0
45	O=C(O)c1nn(CC(=O)N2CCN(S(=O)(=O)c3ccc(Cl)cc3)CC2)c(=O)c2ccccc12	-3	-2	1	10	-1	-41	3	2	1
46	O=C(N=C1c2ccccc2CN1c1ccccc1)c1cccc([N+](=O)[O-])c1	-7	-2	-3	-6	-4	-1	-8	8[fluorescence artefact?]	-19
47	CCc1nc(NCCN2CCOCC2)c2oc3ccccc3c2n1	5	-4	1	12	-1	-1	-1	65[fluorescence artefact?]	5
48	Cc1cccc(NC(=O)Cn2c(C)c(C#N)c3ccccc32)c1C	-5	2	-2	5	4	3	-5	33[fluorescence artefact?]	-3

Retrieved by structure from the list above:
cpd	smiles	FXIa inh 1536	Runt-SMMHC FRET	Runt-CBFb FRET	FXIIa inh 1536	Wee1 degr inh	Hck-Nef inh	hK5 inh	14-3-3 Bad inh	thrombin 1536
22	Cc1ccc(S(=O)(=O)N2CCCCC2)cc1NC(=O)c1ccc2c(c1)OCO2	-2	2	1	7	-2	3	-6	3	-12
17	COCCCN(C(=S)NC(=O)C12CC3CC(CC(C3)C1)C2)c1c(N)n(Cc2ccccc2)c(=O)[nH]c1=O	-3	1	-4	7	0	21	1	-19	-5

Following part.
cpd	smiles	FXIa inh 1536	Runt-SMMHC FRET	Runt-CBFb FRET	FXIIa inh 1536	Wee1 degr inh	Hck-Nef inh	hK5 inh	14-3-3 Bad inh	thrombin 1536
49	COc1ccc(C)c2sc(=NC(=O)c3cccc(N4C(=O)CCC4=O)c3)n(C)c12	2	-8	-1	8	0	43	-1	2	2
50	Cc1ccc(/C=N\NC(=O)C2CC(=O)N(c3ccccc3)C2)o1 (centres undefined)	-10	-1	-1	6	1	8	18	-1	-5
51	S=C(Nc1ccc2c(c1)OCO2)Nc1ccc2c(c1)OCO2	-4	1	27	5	4	8	-11	-2	-1
52	CC(C)=CC(=O)OCC(=O)Nc1cc(C)ccc1C	-2	2	-2	7	-2	10	4	-1	-4
53	CC(=O)NC1C2CN3CCN(C2)CC1(Cc1ccccc1)C3 (centres undefined)	6	-5	-1	7	-1	5	-9	-5[fluorescence artefact?]	-2
54	N#Cc1c(NC(=O)CSc2nnc(-c3ccncc3)n2CC2CCCO2)sc2c1CCCC2 (centres undefined)	0	-1	-7	7	4	-1	-4	-3[fluorescence artefact?]	1
55	CC(=O)N1C2CCCCC2S[C@H]2CCCCC21 (some centres undefined)	16	0	0	-16	3	0	-24	-10[fluorescence artefact?]	-7
56	O=C1c2ccccc2C(=O)N1CCCCN(C(=O)c1cc2ccccc2oc1=O)c1ccc(Cl)cc1	22	0	-2	19	-2	3	-8	26	-6
57	O=C(O)C1CCCN1S(=O)(=O)c1cccc2nsnc12 (centres undefined)	-6	-2	-1	-4	0	2	-7	0	-12
58	O=C(O)c1ccccc1Nc1ccc([N+](=O)[O-])cc1	-3	-79	-36	-1	-3	-1	-13	2	-11
59	NC(=O)c1ccsc1NC(=O)COc1ccccc1	7	8	3	-1	-1	1	-4	-2	-1
60	COc1cc(-c2nc3ccccn3c2/N=C/c2cc(OC)c(O)cc2Cl)ccc1O	6	3	-2	15	-2	-37	·	-6	7
61	CC(=O)c1cccc(NC(=O)Cc2coc3cc4c(cc23)CCC4)c1	-1	0	0	1	1	-2	-12	1[fluorescence artefact?]	-3
62	Cn1nnnc1P(=O)(c1ccccc1)c1ccccc1	-11	3	0	1	0	-1	-5	-7	-3
63	C#CC(C)(C)NC(=O)c1ccc(-c2ccccc2F)cc1	0	4	-2	8	-1	9	2	0	0
64	COc1ccc(CNC(=O)c2ccc(-c3ccccc3)cc2)cc1	-1	-1	-2	2	4	0	-2	9	-3
65	COc1cc(/C=C/C(=O)O)cc(S(=O)(=O)Nc2ccc3nc(SC)sc3c2)c1OC	-1	0	0	6	-1	-3	0	-3	4
66	COc1ccc(C)cc1-n1nnnc1SCC(=O)NNC(=O)c1ccc([N+](=O)[O-])cc1	0	-1	0	11	3	0	-8	-6	-4
67	CC(C(=O)O)N1C(=O)C2C3CC(C2C1=O)C1C(c2ccccc2)c2sc(=O)[nH]c2SC31 (centres undefined)	3	12	18	7	-3	0	-2	8	15
68	O=C(Nc1ccc(F)c([N+](=O)[O-])c1)c1ccc2c(c1)C(=O)OC2=O	-9	-4	1	6	4	28	-42	13	-1
